Screens: PubChem BioAssay, several laboratories
NPY-Y2 antag = NPY-Y2 receptor antagonists, primary screen, cell-based; inhibition, % at 2.7 µM; AID 793, 2007; NPY-Y2 expressing cells, antagonist mode; 140,000 compounds, 0.99% hits; in the data active = inhibition above about 17%;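 note: 0% = vehicle with agonist challenge and 100% = reference antagonist with challenge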
Target sequence (P49146 whole entry, looked up): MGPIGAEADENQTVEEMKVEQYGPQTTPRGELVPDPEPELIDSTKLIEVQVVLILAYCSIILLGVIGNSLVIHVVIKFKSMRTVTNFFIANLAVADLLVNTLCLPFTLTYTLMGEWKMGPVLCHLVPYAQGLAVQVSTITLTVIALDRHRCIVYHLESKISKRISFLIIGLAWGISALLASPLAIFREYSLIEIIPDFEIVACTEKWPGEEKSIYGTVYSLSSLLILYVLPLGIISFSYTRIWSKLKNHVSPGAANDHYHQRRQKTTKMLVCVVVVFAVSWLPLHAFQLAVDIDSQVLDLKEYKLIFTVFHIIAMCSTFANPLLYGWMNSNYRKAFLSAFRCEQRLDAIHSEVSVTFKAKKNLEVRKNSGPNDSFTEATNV
PTEN del growth = growth suppression of PTEN-null HCT116, primary screen, cell-based, CellTiter-Glo. HCT116 PTEN-null viability, 60 h; hits give low values. viability, % at 10 µM. 140,000 compounds, 1.2% hits;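 active = viability at or below a set limit, 4 SD under the median of all tested compounds, cut at about 3.7% in these data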;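 note: PTEN knockout HCT116 line with beta catenin targeted HCT116 as companion control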
Yeast life ext = compounds extending yeast replicative lifespan, primary screen, S. cerevisiae, OD615. S. cerevisiae growth with nicotinamide; deaD strain in restrictive glucose medium. inhibition of the nicotinamide effect, % at 10 µM. 130,000 compounds, 0.68% hits. AID 775, 2007;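 active = inhibition above a set limit, placed 3 SD over the median of all compounds, cut at about 26% in these data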;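 note: 0% = nicotinamide-treated wells and 100% = cells grown without nicotinamide; some compounds called inactive have numbers as strong as hits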
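Measured by: optical density (absorbance) at 615 nm; System: modified budding yeast, DeaD strain; Medium: restrictive CSMM-D dextrose medium; Timing: 4 h preincubation then 48 h treatment at 30 °C.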
HCT116 bCat-KO = primary screen for growth suppressors in beta-catenin knockout HCT116 cells (colon tumor, human). HCT116 beta-catenin knockout viability, CellTiter-Glo, 60 h; hits give low values. 140,000 compounds, 1.5% hits. viability, % at 10 µM;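 active = viability at or under a set limit, the compound median less 4 SD, cut at about 6% in these data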;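 note: 0% = Hyamine 1622 control at 20 µM and 100% = untreated cell control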
MRP1 act = H69AR viability gain despite doxorubicin, primary screen, MRP-1 activator project, H69AR cells, CellTiter-Glo | viability increase, % at 10 µM | viability rescue | 140,000 compounds, 0.61% hits;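 active = viability gain under doxorubicin at or above a set limit, the compound median plus 3 SD, cut at about 4.7% in these data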;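 note: MRP-1 overexpressing cells given doxorubicin 25 µM after compound pretreatment; 18-22 h compound pretreatment then 72 h with doxorubicin before readout; 0% = doxorubicin-only wells and 100% = vehicle-treated cells without doxorubicin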
Phagocyt inh = inhibitors of macrophage phagocytosis, primary screen, imaging, J774A.1 cells, IgG beads; J774A.1 macrophage IgG-bead phagocytosis; inhibition, % at 5 µM; 110,000 compounds, 0.07% hits; AID 1029, 2008;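 active = inhibition above the mean of the plate negative controls plus 5 SD, cut at about 13% in these data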;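 note: phagocytic index as fraction of beads internalized from green versus red external bead signal; plate controls were DMSO negative control for no effect and cytochalasin-D positive control for full effect; some results beyond the cut were filed as inactive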
Yeast growth inh = growth inhibitors of yeast BB579 in restrictive medium, primary screen, yeast lifespan-shortening project, S. cerevisiae; 140,000 compounds, 0.51% hits; OD615, 48 h; inhibition, % at 10 µM;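 active = inhibition above a set limit, 3 SD over the mean compound inhibition, cut at about 44% in these data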; note: inactives centre near -24
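Test system: S. cerevisiae DeaD strain BB579 yeast; Medium: restrictive CSMM-D medium; Compound: one dose, 10 µM compound with 0.25% DMSO; Incubation: 4 h cell preincubation, 48 h compound exposure, 30 °C humidified; Signal: OD at 615 nm; Benchmarks: amphotericin B at 10 µg/mL as positive control.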
Measles CPE = compounds protecting cells from measles virus cytopathic effect, primary screen, measles RdRp inhibitor project, single point, MLSMR library, absorbance | Measles virus-infected cells, CPE protection | protection (pct of control), % at 4 µM | 140,000 compounds, 1.5% hits | AID 841, 2007; in the data active = protection mostly above about 24%, no sharp cut-off; inactive = mostly below about 26%; note: some compounds called inactive have numbers as strong as hits
GALR2 antag = GALR2 antagonists in receptor-expressing cells, primary screen; inhibition, % at 4 µM; 140,000 compounds, 0.39% hits; antagonist mode; in the data active = inhibition above about 27%;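 note: cells stimulated with galanin 1-16 at roughly its EC80; 0% = agonist challenge control and 100% = basal control without agonist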
Target sequence (O43603 whole entry, looked up): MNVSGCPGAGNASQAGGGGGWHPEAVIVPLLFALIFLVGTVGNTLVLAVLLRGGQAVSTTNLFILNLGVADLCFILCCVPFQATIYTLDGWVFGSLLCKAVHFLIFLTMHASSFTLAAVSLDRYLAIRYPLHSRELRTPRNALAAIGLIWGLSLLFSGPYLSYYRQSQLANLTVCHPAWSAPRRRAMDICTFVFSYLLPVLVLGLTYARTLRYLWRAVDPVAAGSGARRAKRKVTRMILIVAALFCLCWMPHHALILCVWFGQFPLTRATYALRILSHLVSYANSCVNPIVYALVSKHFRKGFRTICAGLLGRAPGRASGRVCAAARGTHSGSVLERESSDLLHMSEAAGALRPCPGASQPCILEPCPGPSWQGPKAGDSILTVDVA
E-sel TNF inh = E-selectin induction blockers in HUVEC – imaging, immunofluorescence, high content, primary screen. HUVEC TNFa-induced E-selectin immunofluorescence. inhibition, % at 2 µM. 120,000 compounds, 0.71% hits. AID 1246, 2008;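 active = inhibition above the batch mean plus 3 SD, and confirmed as a hit on visual image review, cut at about 43% in these data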;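 note: 0% = TNF-stimulated DMSO wells and 100% = unstimulated control wells; not every result past the cut was called active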
Numbers without * were called inactive. Outcome played no part in choosing rows, and some 6.3% of all compounds hit somewhere here.

For COC(=O)c1c(C)[nH]c(C(=O)OCc2ccc(F)cc2)c1C the results were NPY-Y2 antag 1, PTEN del growth 102, Yeast life ext -13, HCT116 bCat-KO 109, MRP1 act 0.2, Phagocyt inh 0, Yeast growth inh -52, Measles CPE 20 and GALR2 antag 2.
`O=C(NCCCN1CCCC1=O)c1cccc(N2CCCC2=O)c1` gave NPY-Y2 antag 3, PTEN del growth 90, Yeast life ext 10, HCT116 bCat-KO 100, MRP1 act 1.0, Phagocyt inh 0, Yeast growth inh -51, Measles CPE 4, GALR2 antag 8 and E-sel TNF inh -30.
Cc1c(NC(=S)N/N=C/c2ccc(O)cc2)c(=O)n(-c2ccccc2)n1C was read as NPY-Y2 antag 0, PTEN del growth 113, Yeast life ext -4, HCT116 bCat-KO 104, MRP1 act -0.8, Yeast growth inh -50, Measles CPE 13, GALR2 antag -3 and E-sel TNF inh -44.
COc1cccc(/C=N/NC(=O)CC2C(=O)NN=C2C)c1O (stereo not given) was read as NPY-Y2 antag 4, PTEN del growth 91, Yeast life ext -3, HCT116 bCat-KO 90, MRP1 act -1.6, Yeast growth inh -8, Measles CPE 25, GALR2 antag 1 and E-sel TNF inh 7.
C#CC[N+](CC)(CC)CC#Cc1cccc(Cl)c1 was read as NPY-Y2 antag 1, PTEN del growth 90, Yeast life ext -12, HCT116 bCat-KO 90, MRP1 act -0.8, Yeast growth inh -37, Measles CPE 33, GALR2 antag -4 and E-sel TNF inh -41.
CC(=O)N1C(C(=O)O)CSC1c1ccc(C)cc1 (stereo not given) was read as PTEN del growth 104, Yeast life ext -5, HCT116 bCat-KO 95, MRP1 act -0.1, Phagocyt inh 2, Yeast growth inh 1 and Measles CPE 10.
For CCc1sc(C(=O)Nc2ccc(NC(C)=O)cc2)cc1C the results were NPY-Y2 antag 5, PTEN del growth 95, Yeast life ext 4, HCT116 bCat-KO 94, MRP1 act 0.7, Phagocyt inh -6, Yeast growth inh -21, Measles CPE 4, GALR2 antag 4 and E-sel TNF inh 2.
`Cc1c(C(=O)N2CCN(C)CC2)oc2ccc(S(=O)(=O)N3CCOCC3)cc12` gave NPY-Y2 antag 2, PTEN del growth 97, Yeast life ext -6, HCT116 bCat-KO 99, MRP1 act -0.9, Phagocyt inh -2, Yeast growth inh -7, Measles CPE 2, GALR2 antag 1 and E-sel TNF inh -6.
O=C(CCCCCNc1nc(=S)[nH]c2ccccc12)NCCc1ccccc1 was read as NPY-Y2 antag 3, PTEN del growth 96, Yeast life ext 11, HCT116 bCat-KO 92, MRP1 act -1.2, Phagocyt inh -2, Yeast growth inh 5, Measles CPE 28 and GALR2 antag 11.
Screening COc1cccc(-c2nnc3sc(-c4ccco4)nn23)c1 returned NPY-Y2 antag 4, PTEN del growth 93, Yeast life ext -10, HCT116 bCat-KO 97, MRP1 act -1.0, Phagocyt inh 1, Yeast growth inh -26, Measles CPE 0 and GALR2 antag -3.

Reprinted from the part before: 3 compounds; new compounds follow.
`Cc1c(C(=O)N2CCN(C)CC2)oc2ccc(S(=O)(=O)N3CCOCC3)cc12` gave NPY-Y2 antag 2, PTEN del growth 97, Yeast life ext -6, HCT116 bCat-KO 99, MRP1 act -0.9, Phagocyt inh -2, Yeast growth inh -7, Measles CPE 2, GALR2 antag 1 and E-sel TNF inh -6.
O=C(CCCCCNc1nc(=S)[nH]c2ccccc12)NCCc1ccccc1 was read as NPY-Y2 antag 3, PTEN del growth 96, Yeast life ext 11, HCT116 bCat-KO 92, MRP1 act -1.2, Phagocyt inh -2, Yeast growth inh 5, Measles CPE 28 and GALR2 antag 11.
Screening COc1cccc(-c2nnc3sc(-c4ccco4)nn23)c1 returned NPY-Y2 antag 4, PTEN del growth 93, Yeast life ext -10, HCT116 bCat-KO 97, MRP1 act -1.0, Phagocyt inh 1, Yeast growth inh -26, Measles CPE 0 and GALR2 antag -3.
Screening CCCCCC[n+]1c(-c2ccc(Cl)cc2Cl)csc1Nc1ccccc1 returned NPY-Y2 antag 3, PTEN del growth 68, Yeast life ext 3, HCT116 bCat-KO 67, MRP1 act 4.3, Phagocyt inh -7, Yeast growth inh -30, Measles CPE 9 and GALR2 antag 7.
For CCCc1cc(=O)[nH]c(SCC(=O)NC(=O)c2ccccc2)n1 the results were NPY-Y2 antag -1, PTEN del growth 105, Yeast life ext -11, HCT116 bCat-KO 101, MRP1 act 0.2, Phagocyt inh 0, Yeast growth inh -16, Measles CPE 9, GALR2 antag 2 and E-sel TNF inh -4.
`CCOc1ccccc1-n1nnnc1SCC(=O)Nc1cc(C)on1` gave NPY-Y2 antag 3, PTEN del growth 96, Yeast life ext -8, HCT116 bCat-KO 101, MRP1 act -2.2, Yeast growth inh -5, Measles CPE 27, GALR2 antag 2 and E-sel TNF inh 13.
Screening C=CCn1c(SCc2ccc(C(=O)Nc3nccs3)cc2)nnc1-c1ccc(C)c(Cl)c1 returned NPY-Y2 antag 6, PTEN del growth 24, Yeast life ext -6, HCT116 bCat-KO 21, MRP1 act -0.7, Phagocyt inh -4, Yeast growth inh -55, Measles CPE 2, GALR2 antag -13 and E-sel TNF inh -15.
Screening CCOc1ccc(OCC)c(NC(=O)C2CCCN2S(=O)(=O)c2cccc3cccnc23)c1 (stereo not given) returned NPY-Y2 antag 4, PTEN del growth 57, Yeast life ext -2, HCT116 bCat-KO 56, MRP1 act 3.4, Phagocyt inh 0, Yeast growth inh -28, Measles CPE 2, GALR2 antag -8 and E-sel TNF inh -16.
`CCN(CC)c1ccc(/C=N/NC(=O)c2ccc(Br)o2)cc1` gave NPY-Y2 antag 0, PTEN del growth 80, Yeast life ext -7, HCT116 bCat-KO 81, MRP1 act -3.7, Phagocyt inh 0, Yeast growth inh -49, Measles CPE 2, GALR2 antag -2 and E-sel TNF inh -4.
`N#C/C(C(=O)N1CCOCC1)=C1/SC(Cc2ccccc2Cl)C(=O)N1c1ccccc1` (stereo not given) gave NPY-Y2 antag 1, PTEN del growth 104, Yeast life ext 0, HCT116 bCat-KO 109, MRP1 act -0.7, Phagocyt inh -3, Yeast growth inh -48, Measles CPE 9, GALR2 antag 4 and E-sel TNF inh 10.
Screening COc1cccc(N2CCN(CC(=O)Nc3nnc(-c4ccccc4)s3)CC2)c1 returned NPY-Y2 antag 3, PTEN del growth 58, Yeast life ext -7, HCT116 bCat-KO 59, MRP1 act -3.4, Phagocyt inh 3, Yeast growth inh -6, Measles CPE 9, GALR2 antag -3 and E-sel TNF inh -25.
COc1ccc(N(CC(O)Cn2nnc3ccccc32)S(=O)(=O)c2ccc(C)cc2)cc1 (stereo not given) was read as NPY-Y2 antag 3, PTEN del growth 81, Yeast life ext -8, HCT116 bCat-KO 101, MRP1 act -0.9, Phagocyt inh 1, Yeast growth inh -1, Measles CPE 14, GALR2 antag 2 and E-sel TNF inh 29.
COc1cccc(CC(NC(C)=O)C(=O)NC2CCN(c3nnnn3-c3ccccc3)CC2)c1 (stereo not given) was read as NPY-Y2 antag -1, PTEN del growth 89, Yeast life ext 3, HCT116 bCat-KO 91, MRP1 act -2.0, Yeast growth inh -22, Measles CPE 4, GALR2 antag 2 and E-sel TNF inh 12.

The final two compounds of the part above open the next one:
COc1ccc(N(CC(O)Cn2nnc3ccccc32)S(=O)(=O)c2ccc(C)cc2)cc1 (stereo not given) was read as NPY-Y2 antag 3, PTEN del growth 81, Yeast life ext -8, HCT116 bCat-KO 101, MRP1 act -0.9, Phagocyt inh 1, Yeast growth inh -1, Measles CPE 14, GALR2 antag 2 and E-sel TNF inh 29.
COc1cccc(CC(NC(C)=O)C(=O)NC2CCN(c3nnnn3-c3ccccc3)CC2)c1 (stereo not given) was read as NPY-Y2 antag -1, PTEN del growth 89, Yeast life ext 3, HCT116 bCat-KO 91, MRP1 act -2.0, Yeast growth inh -22, Measles CPE 4, GALR2 antag 2 and E-sel TNF inh 12.
CC(NC(=O)c1cn(C)c2ccc(S(=O)(=O)N3CCCC3)cc2c1=O)c1ccc2c(c1)OCCO2 (stereo not given) was read as NPY-Y2 antag 3, PTEN del growth 81, Yeast life ext -4, HCT116 bCat-KO 77, MRP1 act -3.1, Yeast growth inh -28, Measles CPE 2, GALR2 antag 7 and E-sel TNF inh -21.
Screening COc1cc(NC(=O)c2ccc(COCC(F)(F)F)o2)cc(OC)c1OC returned NPY-Y2 antag -1, PTEN del growth 94, Yeast life ext -6, HCT116 bCat-KO 91, MRP1 act -1.9, Phagocyt inh -1, Yeast growth inh -30, Measles CPE 15, GALR2 antag 16 and E-sel TNF inh 16.
For CC(C)(C)C1=C(C#N)C(c2ccc3c(c2)OCO3)C(C#N)=C(N)O1 (stereo not given) the results were NPY-Y2 antag 2, PTEN del growth 87, Yeast life ext -7, HCT116 bCat-KO 83, MRP1 act -1.2, Phagocyt inh 2, Yeast growth inh -14, Measles CPE 3 and GALR2 antag 1.
For Cn1cnnc1SCc1ccc(C(=O)N=Nc2c(O)n(C)c3ccccc23)cc1 the results were NPY-Y2 antag 0, PTEN del growth 96, Yeast life ext 2, HCT116 bCat-KO 93, MRP1 act -1.3, Phagocyt inh -10, Yeast growth inh -43, Measles CPE 7 and GALR2 antag 5.
Screening CCn1c2ccccc2c2nnc(SCc3ccc(C(=O)OC)o3)nc21 returned NPY-Y2 antag 9, PTEN del growth 64, Yeast life ext -13, HCT116 bCat-KO 75, MRP1 act 0.2, Yeast growth inh -24, Measles CPE 5, GALR2 antag 0 and E-sel TNF inh 5.
For O=C(CCC(=O)c1cccs1)Nc1ccc(F)c(F)c1F the results were NPY-Y2 antag 2, PTEN del growth 106, Yeast life ext -16, HCT116 bCat-KO 98, MRP1 act 0.8, Phagocyt inh 0, Yeast growth inh -51, Measles CPE 8, GALR2 antag -15 and E-sel TNF inh 4.
Screening CN=C1SC(CC(=O)Nc2ccc(N3CCOCC3)cc2)C(=O)N1C (stereo not given) returned NPY-Y2 antag 2, PTEN del growth 90, Yeast life ext -11, HCT116 bCat-KO 87, MRP1 act -2.5, Phagocyt inh 0, Yeast growth inh -9, Measles CPE 3, GALR2 antag 1 and E-sel TNF inh -10.
For CCN(CC(=O)Nc1ccc(NC(C)=O)cc1)C(=O)C(c1ccccc1)c1ccccc1 the results were NPY-Y2 antag 2, PTEN del growth 92, Yeast life ext 1, HCT116 bCat-KO 93, MRP1 act 4.3, Yeast growth inh -32, Measles CPE 11 and GALR2 antag -2.
For CCOP(=O)(OCC)C(C#N)=C1SCN(c2ccc(Cl)cc2)CS1 the results were NPY-Y2 antag 1, PTEN del growth 98, Yeast life ext -2, HCT116 bCat-KO 103, MRP1 act -1.9, Phagocyt inh 0, Yeast growth inh -69, Measles CPE 7, GALR2 antag 14 and E-sel TNF inh -6.
